697 NFkB inh: lowers PMA/ionomycin-induced NF-kB signal in 697 B cells; 697 B-cell NF-kB luciferase reporter, 16 h; inhibition, % at 4 µM; hit rate 0.33% among 330,000; AID 435022; in the data active = inhibition above about 35%
EBI2 block: EBI2 (human) antagonism. inhibition, % at 5 µM. P32249. hit rate 0.81% among 360,000. AID 651636. EBI2 beta-arrestin recruitment, luminescence, 7a,25-OHC stimulated; in the data active = inhibition above about 38%;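 note: enzyme fragment complementation signal reports receptor beta-arrestin coupling in cells; 0% = agonist plus DMSO wells and 100% = wells without agonist; some results beyond the cut were filed as inactive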
Target sequence (P32249 whole entry, looked up, the tested form may be a part): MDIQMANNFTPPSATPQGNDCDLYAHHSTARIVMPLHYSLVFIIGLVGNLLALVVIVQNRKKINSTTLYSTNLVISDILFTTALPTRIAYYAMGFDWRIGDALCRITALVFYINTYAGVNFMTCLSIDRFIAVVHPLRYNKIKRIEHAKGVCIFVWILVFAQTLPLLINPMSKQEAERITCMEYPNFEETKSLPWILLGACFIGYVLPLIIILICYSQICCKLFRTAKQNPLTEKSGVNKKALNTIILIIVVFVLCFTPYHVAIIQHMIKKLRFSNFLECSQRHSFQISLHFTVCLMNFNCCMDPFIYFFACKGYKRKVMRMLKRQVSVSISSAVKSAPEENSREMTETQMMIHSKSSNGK
Gli-Sufu block: antagonists of Gli-Sufu signaling | inhibition, % at 5 µM | Sufu-KO-LIGHT fibroblasts, Gli luciferase reporter luminescence | hit rate 0.74% among 340,000;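 active = inhibition above about 55%, limit read from the data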;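 note: 0% = DMSO-treated cells and 100% = wells with medium but no cells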
APJ antag: antagonists of human APJ apelin receptor. inhibition, % at 20 µM. hit rate 0.32% among 330,000. CHO-K1 APJ beta-arrestin complementation, luminescence;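 active = inhibition above about 40% at 20 µM, limit read from the data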;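 note: cells challenged with 10 nM apelin-13 agonist together with compound; plate controls were apelin-13 plus DMSO wells for no effect and DMSO wells lacking apelin-13 for full effect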
Target sequence (P35414 whole entry, looked up): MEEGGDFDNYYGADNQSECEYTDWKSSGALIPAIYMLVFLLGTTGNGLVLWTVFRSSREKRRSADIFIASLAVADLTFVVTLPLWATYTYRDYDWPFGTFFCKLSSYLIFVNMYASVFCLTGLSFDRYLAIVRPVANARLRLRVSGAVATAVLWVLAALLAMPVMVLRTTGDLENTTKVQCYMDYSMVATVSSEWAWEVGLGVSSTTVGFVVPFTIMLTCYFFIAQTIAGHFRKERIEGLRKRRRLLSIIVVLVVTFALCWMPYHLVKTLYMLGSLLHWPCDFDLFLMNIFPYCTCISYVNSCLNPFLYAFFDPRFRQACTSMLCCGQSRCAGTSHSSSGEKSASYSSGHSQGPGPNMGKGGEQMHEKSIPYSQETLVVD
UBC13 polyUb: blocks human UBC13 polyubiquitin chain formation; inhibition, % at 20 µM; TR-FRET; AID 485273; P61088; hit rate 0.47% among 330,000; in the data active = inhibition above about 45%, passing the limit was not always enough; inconclusive = no clear call, values can overlap the other calls
Target sequence (P61088 whole entry, looked up): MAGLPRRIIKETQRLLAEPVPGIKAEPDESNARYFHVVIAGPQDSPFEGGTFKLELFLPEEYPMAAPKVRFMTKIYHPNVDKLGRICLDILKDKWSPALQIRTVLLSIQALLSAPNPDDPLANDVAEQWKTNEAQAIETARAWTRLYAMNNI
Jurkat NFkB inh: inhibitors of the PMA/ionomycin-induced NF-kB reporter in Jurkat cells; PMA/ionomycin-induced NF-kB luciferase reporter, luminescence; inhibition, % at 4 µM; hit rate 0.53% among 330,000; AID 435003; in the data active = inhibition above about 50%
CCR6 antagonist: antagonists of human CCR6 receptor | CHO-K1 CCR6 PathHunter beta-arrestin, luminescence, CCL20-stimulated | inhibition, % at 20 µM | hit rate 0.49% among 340,000;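 active = compounds whose inhibition of the agonist-driven luminescence signal at 20 µM reaches about 50%, limit read from the data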;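 note: cells stimulated with CCL20 at 14 nM final; plate controls were DMSO with CCL20 for no effect and DMSO without agonist for full effect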
CXCR6 inh: inhibitors of human CXCR6 receptor; AID 602244; O00574; inhibition, % at 20 µM; hit rate 0.36% among 360,000; CHO-K1 PathHunter CXCR6 beta-arrestin, luminescence; in the data active = inhibition above about 34%, passing the limit was not always enough;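 note: antagonist mode with CXCL16 agonist at 10 nM final; 0% = 10 nM CXCL16 with DMSO and 100% = unstimulated wells without agonist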
* = called active by the depositor; ? = inconclusive; nt = no result given.

SMILES	697 NFkB inh	EBI2 block	Gli-Sufu block	APJ antag	UBC13 polyUb	Jurkat NFkB inh	CCR6 antagonist	CXCR6 inh
COc1ccccc1CCCNC(=O)C1CCC(=O)N(CCc2cccc(F)c2)C1 (stereo unspecified)	13	5	8	8	5	2	17	1
CCOC(=O)c1ccc(NC(=O)CC2C(=O)OCCN2CC)cc1 (stereo unspecified)	-2	0	-6	-6	-11	-2	7	0
O=C(CCC1CCCN(c2ncccn2)C1)N1CCN(c2ccccn2)CC1 (stereo unspecified)	8	-1	-30	12	15	3	6	0
COc1cccc(C(=O)N2CCCC(CCC(=O)NCc3ccc(F)c(F)c3)C2)c1 (stereo unspecified)	9	7	-2	-8	5	-12	1	-1
CCN1CCN(c2cc(C)c3cc(NC(=O)c4ccc5c(c4)OCO5)ccc3n2)CC1	-2	-8	-5	-15	29	-3	-8	-2
Cc1ncc([N+](=O)[O-])n1CCOC(=O)c1cc(Cl)cc(Cl)c1N	-3	-6	7	-25	-7	1	10	-5
Oc1ccc(/C=N/NC(=S)NCc2ccco2)cc1	11	6	-5	4	-6	7	4	-2
Cc1cc(C)c(S(=O)(=O)c2c(C)cccc2C)c(OCC(C)C)n1	-5	28	4	13	2	-3	-21	13
CC(C)(C)c1ccc(OCC(=O)O)cc1	3	-7	1	-14	-12	-11	3	1
CC1CCCCC12NC(=O)N(CC(=O)OCc1ccccc1Cl)C2=O (stereo unspecified)	8	-13	7	19	-2	1	5	-4
CCC1CCCCN1CCCNC(=O)c1ccc(CS(=O)(=O)c2ccccc2OC)o1 (stereo unspecified)	8	-10	5	1	-1	-5	12	-4
Cc1cccc(-c2nc(CN3CCN(Cc4cccc(F)c4)CC3)c(C)o2)c1	-1	-6	8	3	0	8	2	5
Nc1nnc(SCc2ccc(F)cc2)n1-c1ccccc1	-13	-8	5	14	-15	0	2	9
Cc1ccc(/C=C/C(=O)Nc2cccc(S(=O)(=O)N3CCOCC3)c2)o1	-6	15	-1	-17	-9	2	8	1
COc1ccc(S(=O)(=O)N2CCN(C(=O)c3ccccn3)CC2)cc1	6	-6	-1	3	7	8	16	0
Cc1ccc2nc(SCC(=O)Nc3cccc(Cl)c3)nc(=O)n2c1	-14	-11	-1	9	-4	-9	7	3
CC1CCCN(S(=O)(=O)c2coc(C(N)=O)c2)C1 (stereo unspecified)	13	1	-2	10	0	-5	-6	-4
O=C(Nc1cccc(C(=O)NC2CCCCC2)c1)c1ccccc1	-19	5	-2	5	5	4	13	2
COC(=O)c1ccccc1NC(=O)C1CC(=O)N(c2ccc(C)c(C)c2)C1 (stereo unspecified)	-8	8	5	10	4	8	12	5
CCN(CC)c1ccc(/C=N/Nc2nc(C)cc(C)n2)cc1	19	13	-4	14	-6	1	20	0
COCCNS(=O)(=O)c1cc(OC)c(Cl)cc1Cl	9	nt	nt	4	1	-3	nt	nt
Cc1cc(NC(=O)Cn2nc(C)c([N+](=O)[O-])c2C)no1	8	-9	3	-3	17	-3	2	-3
CC(C)c1ccc(S(=O)(=O)N2CCN(C(=O)c3ccc(N4CCCC4)c([N+](=O)[O-])c3)CC2)cc1	-19	27	-1	14	-21	8	20	6
Cc1cccc(C(C)C)c1NC(=O)C(C)OC(=O)Cc1n[nH]c(=O)c2ccccc12 (stereo unspecified)	6	7	-12	24	-5	-14	-1	2
O=C(CCN1C(=O)c2cccnc2C1=O)NC1CCCCCC1	-21	-4	8	24	-6	1	-2	-1
CN1CCN(S(=O)(=O)c2ccc(N3CCc4ccccc4C3)nc2)CC1	-3	-13	17	15	7	-3	0	6
CCOc1cc(CN2CCSCC2)ccc1O	2	-4	-3	-8	1	-5	14	-2
COc1cc(/C=C/C(=O)NC(=O)c2ccccc2O)ccc1OC(C)=O	3	-2	-32	-62	-8	-22	3	8
CC(=O)c1ccc(OCc2cc(C(=O)N3CCC[C@H]3CO)no2)cc1	5	2	-5	11	2	-7	6	-7
C#CCOc1c(Cl)cc(/C=C2/C(=O)ON=C2C)cc1OC	8	-3	12	-1	-1	-9	6	-2
O=C(CNc1cccc2ccccc12)N/N=C/c1ccc([N+](=O)[O-])cc1	8	-4	-1	-17	-9	16	-21	-13
COc1cc(C(=O)NC2CCN(C)CC2)ccc1Nc1ncc2c(n1)N(C1CCCCC1)CCC(=O)N2C	nt	35	82*	nt	nt	nt	7	9
Oc1ccccc1N1CCN(c2nc(-c3cccs3)nc3ccccc23)CC1	1	-2	-3	-17	-10	-19	2	-10
O=C(/C(C=Nc1cccc(C(F)(F)F)c1)=C(/O)c1ccco1)C(F)(F)F	-20	-2	-7	-8	5	-48	-10	6
CC(C)NC(=S)Nc1ccc(S(=O)(=O)Nc2ncccn2)cc1	-2	-3	-3	14	0	13	17	5
COc1ccc(S(=O)(=O)N2CCCCC2C(=O)O)cc1OC (stereo unspecified)	-21	-7	5	-4	18	9	11	8
O=C(Nc1ccccc1)C(=O)c1cn(CC(=O)N2CCCCC2)c2ccccc12	-7	2	-9	-3	4	-4	12	6
CC(=O)c1ccc(NC(=S)N2CC(C)CC(C)C2)cc1 (stereo unspecified)	-16	-8	1	-14	-14	-4	5	1
Cc1c(NC(=S)N/C(=N/S(=O)(=O)c2ccccc2)c2ccccc2)c(=O)n(-c2ccccc2)n1C	15	5	-5	-3	3	14	14	-9
Cc1nc(N=C(N)N)nc2c(C)cccc12	-24	-6	20	14	9	-37	17	2
Cc1ccc(C(=O)NN(CCC(=O)NC(C)(C)C)C2=NS(=O)(=O)c3ccccc32)cc1	11	-22	3	-17	-4	-4	-5	-2
Cc1nn(CC(=O)Nc2ccc3c(c2)OCCO3)c(C)c1[N+](=O)[O-]	6	-2	4	12	-6	-6	11	-3
CCOC(=O)CCc1c(C)nc2c(c(C)nn2-c2ccccc2)c1C	5	-7	4	5	16	14	18	-3
O=C(C[n+]1cccc(CNC(=O)c2ccc(OC(F)F)cc2)c1)Nc1cccc(C(F)(F)F)c1	6	-1	34	17	9	2	20	5
COc1ccc(N/N=C(\C#N)C(=N)N2CCCCC2)cc1	-54	0	-57	0	-5	-44	7	12
CC1=NN(C(N)=S)C(=O)C1N=Nc1ccccc1Cl (stereo unspecified)	-19	-3	4	20	-10	-11	17	8
CCc1ccc(-n2cccc2/C=C2/C(=N)N3C(=NC2=O)SN=C3S(C)(=O)=O)cc1	25	6	-12	6	-13	-2	14	10
COC(=O)C1=CN(Cc2ccc(OC)c(OC)c2)C=C(C(=O)OC)C1c1ccc(O)cc1	-16	-2	5	-2	6	-17	-2	-9
O=C(NCc1ccccn1)c1c(O)c2cccc3c2n(c1=O)CC3	2	-2	-1	3	?	-4	8	-4
CC(/C=N/N1CCN(c2ccccc2)CC1)=C\c1ccccc1	-2	5	-28	23	4	-32	3	6
Next results.
SMILES	697 NFkB inh	EBI2 block	Gli-Sufu block	APJ antag	UBC13 polyUb	Jurkat NFkB inh	CCR6 antagonist	CXCR6 inh
CCOC(=O)Cn1c(=NC(=O)C(C)C)sc2c(C)cc(C)cc21	8	1	25	4	17	9	14	6
O=C(Nc1ccc(Cl)c(Cl)c1)N1CCOCC1	-6	0	7	11	0	-16	11	-11
N[C@@H](Cc1ccccc1)C(=O)N1CCC(C(=O)N[C@@H](CCC(=O)O)C(=O)O)CC1	7	11	5	8	4	3	7	2
COC(=O)C1CCN(C(=O)Cc2ccc(OC)c(OC)c2)CC1	11	0	13	-3	1	11	-2	3
C[C@@H]1CN([C@H](C)CO)C(=O)Cc2cc(NC(=O)CCC(F)(F)F)ccc2O[C@@H]1CN(C)C(=O)NC1CCCCC1	6	0	-10	8	2	-3	5	7
O=C(CSCc1nc2scc(-c3cccs3)c2c(=O)[nH]1)Nc1ccccn1	-15	-3	10	-21	-4	10	-7	-3
CN(C)c1nnnn1-c1cccc(Oc2ncc(C(F)(F)F)cc2Cl)c1	6	10	5	1	9	5	-2	6
COc1ccc(COC(=O)C2CCN(S(=O)(=O)c3ccc(C)cc3)CC2)cc1	0	16	-5	-17	3	5	6	0
Cc1nc2cc(-c3ccccc3)nn2c(C)c1CCC(=O)NCc1ccco1	46*	8	11	-6	4	2	11	0
COc1ccc(Br)c(OC)c1C(=O)NC(=O)Nc1nc(C)cc(C)n1	4	11	1	-12	-1	3	1	4
O=S(=O)(NCc1cccs1)c1cccc2cccnc12	8	-4	-4	1	-12	5	-4	3
Cc1ccc(C)c(NC(=O)C2CC(O)CN2C(=O)OC(C)(C)C)c1 (stereo unspecified)	-29	-4	0	11	-3	-20	-1	4
CC(=O)Nc1ccc(N/C=C/C(=O)C(C)(C)C)cc1	7	-5	1	5	14	6	12	-4
O=C(Nc1cccnc1)c1ccccc1F	7	-14	-2	1	-11	-16	2	-5
CC(=O)c1ccccc1N(C(=O)c1ccco1)C(C(=O)NC1CCCC1)c1ccc(N2CCOCC2)cc1 (stereo unspecified)	6	-6	17	-10	1	3	9	0
O=C(CC1NCCNC1=O)Nc1ccc2c(c1)OCCO2 (stereo unspecified)	15	-5	-2	15	12	13	8	-7
CN(Cc1ccccc1)C(=O)c1ccc(NC(=O)Cc2ccc(NC(=O)C3CCCN(C(=O)C4CCCCC4)C3)cc2)cc1 (stereo unspecified)	nt	-1	-15	nt	nt	nt	-5	-6
CCOC(=O)C1CCN(C(=O)CS(=O)(=O)Cc2nc(-c3ccccc3Cl)oc2C)CC1	6	-4	2	-10	3	7	-7	-5
Nc1cc(N)nc(SCC(=O)N2CCN(C(=O)c3ccco3)CC2)n1	20	-4	-2	11	1	12	-9	-7
COc1cc(C2C(C#N)=C(N)Oc3c2ccc2ccccc32)ccc1OCC(=O)Nc1ccccc1C (stereo unspecified)	12	-6	12	1	-12	12	5	1
Cc1nc2ccc(Br)cc2c2c1CC(CBr)O2 (stereo unspecified)	-6	18	-10	-10	8	2	18	-3
COC(=O)[C@H](CC(C)C)NC(=O)Cn1cnc2c(OCc3ccccc3)ncnc21	1	5	-9	-6	-1	-6	-3	-3
O=C(CCN=C1NS(=O)(=O)c2ccccc21)OCc1nnc(-c2ccccc2)o1	-3	7	1	7	1	-9	5	0
COc1ccc(NC(=O)COC(=O)C23CC4CC(CC(Cl)(C4)C2)C3)c(OC)c1	12	3	4	-5	-2	-15	8	-11
COc1ccccc1NC(=O)c1c(N=Cc2cccc([N+](=O)[O-])c2)cnn1C	2	29	-6	5	77*	-1	0	-3
CCOC(=O)C(C)Sc1nc(C2CC2)cc(C(F)(F)F)c1C#N (stereo unspecified)	5	14	1	-7	17	0	-1	5
O=C(CCCN1C(=O)/C(=C/c2ccccc2Cl)SC1=S)N1CCOCC1	-1	4	-4	-1	-7	3	14	6
O=S(=O)(NCCCO)c1ccc2c(c1)Cc1cc(S(=O)(=O)NCCCO)ccc1-2	6	-7	6	0	-10	10	-25	-2
Cc1ccc2nc(-c3cccs3)oc(=O)c2c1	13	10	3	16	-13	0	6	-1
CCOC(=O)C(NC(=O)c1ccccc1)(N1CCCC1=O)C(F)(F)F (stereo unspecified)	3	0	8	-16	-6	-13	5	-6
Oc1ccc(C=Nc2ccccc2-c2nc3ccccc3[nH]2)cc1	-36	12	-24	12	21	-34	4	-11
O=C1NCCN1CCNS(=O)(=O)c1ccc(F)cc1	16	-10	-6	14	2	7	-4	-6
CC1CCN(C(=O)CSc2nc(N)c3c4c(sc3n2)CN(C)CC4)CC1	nt	-2	-4	nt	nt	nt	13	-6

Screening data as filed in PubChem BioAssay.
